# Assay outcomes deposited in PubChem BioAssay by Broad Institute.
# BL2 CD40 inh: CD40 pathway inhibition in BL2 cells. BL2 NF-kB luciferase reporter, CD40L-induced, 4 h. inhibition, % at 10 µM. actives 0.94% (n = 83,000);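 active = mean inhibition of at least 50% with a set share of replicates also reaching that level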;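 note: 0% = neutral control wells and 100% = IKK inhibitor VII at 50 µM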
# The depositor's hits bear a star; [ ] = remark or other dose. The list is partial, so the mix of outcomes need not match the whole.
SMILES,BL2 CD40 inh
COc1ccc(S(=O)(=O)N2CCOCC2)cc1NC(=O)c1c(-c2ccccc2)noc1C,5
CN(C(=O)CSc1nncn1-c1ccccc1)C1CCS(=O)(=O)C1 (stereo unspecified),8
CCOC(=O)c1oc2ccccc2c1COC(=O)CNC(=O)c1ccc(C)cc1,-9
COc1ccc(S(=O)(=O)Nc2ccc(S(=O)(=O)N3CCCCC3)cc2)cc1C,14
Cc1ccc(NC(=O)c2ccc(Cl)nc2)cc1,-71
O=C(CSc1cccc(C(F)(F)F)c1)Nc1nnc(C2CC2)s1,8
COc1ccc(C[C@H]2CCn3cc(nn3)COC[C@H](c3ccccc3)NC2=O)cc1,10[25 µM]
C[C@H](CO)N1C[C@H](C)[C@@H](CN(C)Cc2cccc(C(=O)O)c2)Oc2ncc(C#C[C@@H](C)O)cc2C1=O,-16[25 µM]
O=C1CCC(=O)NCC/C=C/CCN1,7[25 µM]
Cc1cccc(C)c1NC(=O)CNC(=O)C(C)N(C)CC(=O)Nc1ccc(F)cc1 (stereo unspecified),-3
Cc1ccc(S(=O)(=O)N2CCC(C(=O)NNC(=O)c3ccccc3O)CC2)cc1C,11
CCc1ccc(-c2cc(C(=O)N/N=C/c3ccccn3)[nH]n2)cc1,-13
COc1ccc(NC(=O)CSCC(=O)NCc2cccc(C(F)(F)F)c2)cc1,6
CCOc1cccc(CN2CCCC(C(=O)c3cccc(C(F)(F)F)c3)C2)c1O (stereo unspecified),10
Cc1nc2c(Cl)cccc2[nH]1,12
CC(=O)Nc1ccc(C(=O)COC(=O)C2CC2C)c(F)c1 (stereo unspecified),36
CC(=O)c1c(C)[nH]c(C(=O)Nc2nc(-c3ccccc3)c(C)s2)c1C,-46
Cc1ccc(NC(=S)N2CCN(C(=O)c3ccccc3)CC2)c(C)c1,9
CC1Cc2ccccc2N1C(=O)c1ccc2nccnc2c1 (stereo unspecified),10
C[C@H]1CN([C@@H](C)CO)C(=O)c2ccccc2-c2ccccc2CO[C@H]1CN(C)S(=O)(=O)c1cccs1,8[25 µM]
CC(=O)c1ccc(NC(=O)c2noc3c2CCCCC3)cc1,-110
COc1ccc(C(=O)N(C)Cc2ccc(OC)c(OC)c2OC)cc1S(=O)(=O)N1CCOCC1,-1
O=C(NCc1ccccn1)c1c(O)c2c([nH]c1=O)CCCC2,0
CC(C)CCNC(=O)CCNS(=O)(=O)c1ccc(Cl)cc1,11
COc1cccc(-c2cccc(-c3nc(C(=O)O)cc4c3[C@H](CCO)N(S(=O)C(C)(C)C)C4)c2)c1 (stereo partly specified),-3[25 µM]
# The results go on:
SMILES,BL2 CD40 inh
O=C(COC(=O)Cc1cccs1)Nc1cccc(S(=O)(=O)N2CCOCC2)c1,4
COc1cccc(CNn2c(-c3cccc(C)c3)nc3ccccc3c2=O)c1,-3
CN(C)C(=O)c1ccc(-c2ccccc2[C@@H]2[C@@H](CO)N(C(=O)C3CC3)[C@H]2C#N)cc1,-10[25 µM]
O=C(COC(=O)c1ccccc1[N+](=O)[O-])Nc1nnc(-c2ccccc2)o1,-13
COc1ccc(/C=C/C(=O)Nc2cccc(S(=O)(=O)N3CCOCC3)c2)cc1OC,-8
O=C(Nn1c(Cc2ccccc2)nc2ccccc2c1=O)c1c(O)c2cccc3c2n(c1=O)CCC3,10
O=C(NC1CCCC1)[C@@H]1[C@@H](CO)[C@@H]2Cn3c(ccc(-c4cccc(F)c4)c3=O)[C@H]1N2,4[25 µM]
O=C(C[C@@H]1C[C@H]2c3cc(NC(=O)C4CCC4)ccc3O[C@H]2[C@H](CO)O1)NCc1ccccn1,-1[25 µM]
CCOC(=O)c1c(CNc2ccncc2)n(C)c2cc(Br)c(O)cc12,4
COc1ccc(S(=O)(=O)N(C)C[C@@H]2Oc3ccc(NC(=O)Nc4ccc(F)cc4)cc3CC(=O)N([C@@H](C)CO)C[C@@H]2C)cc1,3
Cc1noc(C)c1COC(=O)CCC(=O)c1ccc(F)cc1,4
COc1ccc(C(C)=NNS(=O)(=O)c2ccc(C)cc2)cc1OC,9
COc1ccccc1N1CCN(C(=O)c2cccc(Oc3ccccc3)c2)CC1,20
CCSc1nnc(NC(=O)C2CCCN(C(=O)c3ccc(Cl)cc3)C2)s1 (stereo unspecified),8
Cc1ccc(S(=O)(=O)N(Cc2cccc([N+](=O)[O-])c2)C(=O)N2CCN(C)CC2)cc1,10
C=CCN1[C@@H]2CN(S(C)(=O)=O)C[C@H]1C2c1ccc(-c2ccc(F)cc2)cc1 (stereo partly specified),6
CC(C)(C)n1ncc2c(=O)n(CC(=O)N3CCc4ccccc43)cnc21,17
C[C@H]1CN([C@@H](C)CO)C(=O)c2cc(NC(=O)CCCN(C)C)ccc2O[C@@H]1CN(C)Cc1ccc(Cl)c(Cl)c1,-2[25 µM]
Cc1ccc(Cl)cc1NC(=O)COC(=O)CSc1ccccc1,-6
C/C=C/c1cccc(-c2nc(C(=O)NCCN3CCCC3)cc3c2[C@@H](CCO)N([S@](=O)C(C)(C)C)C3)c1,-3
O=C(Nc1ccccc1F)N1C[C@@H]2[C@H](c3ccccc31)[C@@H](CO)N2C(=O)C1CC1,-10
CN(C)c1ccc(CN(CC2CCCO2)C(=O)c2cc3ccccc3o2)cc1 (stereo unspecified),8
O=C(Nc1ccccc1)c1ccccc1OCc1cccc([N+](=O)[O-])c1,1
CN(CC(=O)Nc1cccc(F)c1)C(=O)CN1C(=O)NC2(CCCCC2)C1=O,-4
COc1ccccc1-c1ccccc1[C@@H]1[C@@H](CO)N(C(=O)CN(C)C)[C@H]1C#N,-12[25 µM]
# (list continues)
SMILES,BL2 CD40 inh
CC1CN(C(=O)Cn2cnc3c2c(=O)n(C)c(=O)n3C)CC(C)O1 (stereo unspecified),6
N#Cc1c(NC(=O)CCC(=O)O)sc2c1CCCC2,9
COc1ccc(-c2ccc3c(c2)[C@H]2[C@H](CCN2C(=O)Cc2ccccc2)[C@H](CO)N3C)cc1,12[25 µM]
CO[C@H]1CN(C)C(=O)c2cc(NC(=O)c3ccc4c(c3)OCO4)ccc2OC[C@H](C)N(CCC(F)(F)F)C[C@@H]1C,14[25 µM]
CN(C)CCN(C(=O)C1CCCCC1)c1nc2cc3c(cc2s1)OCCO3,-14
Cc1ccc(S(=O)(=O)N(C)C[C@H]2OCc3cnnn3CCCC(=O)N([C@@H](C)CO)C[C@H]2C)cc1,-10
CS(=O)(=O)Nc1ccccc1-c1ccc2nccn2c1,-4
Cn1cnc(S(=O)(=O)N2CC[C@@H]3[C@H]2c2cc(-c4ccccc4F)ccc2N[C@@H]3CO)c1,-57[25 µM]
CC(=O)Nc1ccccc1NC(=O)C(F)(F)F,2
NC12CC3CC(C1)CC(O)(C3)C2,6
N#CC(=C(O)COC(=O)c1ccc2c(c1)OCCO2)c1nc2ccccc2[nH]1,-17
CC(C)CN(CC(C)C)c1nc(N)c(C#N)c(CC#N)c1C#N,-2
CCOC(=O)C1=C(COC(=O)CCNS(=O)(=O)c2ccc(NC(C)=O)cc2)NC(=O)NC1C (stereo unspecified),3
CC(C)c1ccc(CC(=O)N2CCC2(C)C(=O)NS(=O)(=O)c2cccc(OC(F)F)c2)cc1 (stereo unspecified),2
O=C(/C=C/c1ccc(Cl)cc1)Nc1ccc(N2CCCCC2)cc1,0
Cc1ccc(NS(=O)(=O)c2ccc(C(=O)N3CCN(S(=O)(=O)c4ccccc4)CC3)cc2)cc1,16
COc1cccc(-c2ccc3c(c2)O[C@@H](CN(C)Cc2cccnc2)[C@H](C)CN([C@H](C)CO)S3(=O)=O)c1,1[25 µM]
CCCC(=O)Nc1ccc2c(c1)OC[C@@H](C)N(CC1CCOCC1)C[C@H](C)[C@@H](OC)CN(C)C2=O,-6[25 µM]
O=C(C[C@H]1CC[C@H]2[C@@H](COC[C@H](O)CN2C(=O)c2ccncc2)O1)NCc1cc(F)cc(F)c1,0[25 µM]
CN(C)/N=C/c1cn(-c2ccccc2)nc1-c1cccnc1,2
Cc1ccc(S(=O)(=O)NC(=O)N2CCN(Cc3c(F)cccc3Cl)CC2)cc1,2
CCOC(=O)c1c(-c2ccc(OC)cc2)nc2nonc2c1N,6
CO[C@@H](CN(C)C(=O)C1CC1)[C@@H](C)CN(C(=O)Nc1ccc(C(F)(F)F)cc1)[C@@H](C)CO,-2
CC1CCN(C(=O)CCNS(=O)(=O)c2ccc3c(c2)c(=O)n(C)c(=O)n3C)CC1,0
COc1ccc(CNC(=O)C/C(C)=N/NC(=O)COc2ccc(C)cc2Br)cc1,14
# Other structures
SMILES,BL2 CD40 inh
O=C(Oc1ccc2ccc(OC(=O)N3CCOCC3)cc2c1)N1CCOCC1,-3
COc1ccccc1CN1CC(C(=O)N2CCOCC2)CCC1=O (stereo unspecified),-8
CCN(CC(=O)Nc1ccc(NC(C)=O)cc1)C(=O)CSCc1c(C)noc1C,1
CCC(C)c1ccc(O)c(N)c1 (stereo unspecified),9
COc1ccccc1CC(=O)NNS(=O)(=O)c1ccc([N+](=O)[O-])cc1,-6
Cc1ccc(S(=O)(=O)c2nc(S(C)(=O)=O)sc2N2CCOCC2)cc1,11
c1ccc(C2=NNC(=NCc3ccc4c(c3)OCO4)SC2)cc1,-35
O=C(O)c1ccc(-c2nnc(-c3ccccc3)o2)cc1,3
Cc1ccc(NS(=O)(=O)c2cc(C(=O)OCC(=O)NCC3CCCO3)ccc2C)cc1 (stereo unspecified),-5
CS(=O)(=O)Cc1ccc(C(=O)N2CCN(C(=O)c3cccs3)CC2)cc1,2
CC(Oc1ccc(F)cc1)C(O)CCN(C)C (stereo unspecified),9
O=C(O)c1cc([N+](=O)[O-])ccc1N1CCC(Cc2ccccc2)CC1,-5
COc1cc(-c2cc3nc(NCCc4ccncc4)ccn3n2)cc(OC)c1OC,-9
N#Cc1c(N2CCOCC2)nsc1-c1ccccc1,-83
COc1ccc(NC(=O)C2(C)Cc3c(-c4ccc(N(C)C)cc4)ccnc3O2)cc1OC (stereo unspecified),1
CN1c2ccc(-c3ccccc3)cc2[C@@H]2[C@@H](CCN2C(=O)NC2CCCC2)[C@@H]1CO,18
Cc1ccc2c(c1)N(C(C)C(=O)NCc1ccc3c(c1)OCO3)C(=O)CO2 (stereo unspecified),-1
Cc1ccccc1Cn1cc(NC(=O)COc2ccccc2)cn1,-24
Cc1cc(C)n(CCCN2C(=O)c3cccc4cccc(c34)C2=O)n1,8
CCOc1ccc2oc(C(=O)N(CC)CC(=O)Nc3c(F)cccc3F)c(C)c2c1,-3
c1ccc2c(Nc3nncs3)c3ccccc3nc2c1,17
Nc1c(C(=O)c2ccco2)oc2ccccc12,-37
O=C(CN1CCN(CC(=O)Nc2ccccc2F)CC1)Nc1ccc2c(c1)OCCO2,-6
CCOC(=O)N1CCC(N2C(=O)c3ccccc3C2Nc2ccc(S(=O)(=O)N3CCOCC3)cc2)CC1 (stereo unspecified),18
CCNc1ccc(C(=O)O)cc1N,16

# 21 of these compounds, set out differently.
molecule | BL2 CD40 inh
COc1ccccc1CC(=O)NNS(=O)(=O)c1ccc([N+](=O)[O-])cc1 | -6
Cc1ccc(S(=O)(=O)c2nc(S(C)(=O)=O)sc2N2CCOCC2)cc1 | 11
c1ccc(C2=NNC(=NCc3ccc4c(c3)OCO4)SC2)cc1 | -35
O=C(O)c1ccc(-c2nnc(-c3ccccc3)o2)cc1 | 3
Cc1ccc(NS(=O)(=O)c2cc(C(=O)OCC(=O)NCC3CCCO3)ccc2C)cc1 (stereo unspecified) | -5
CS(=O)(=O)Cc1ccc(C(=O)N2CCN(C(=O)c3cccs3)CC2)cc1 | 2
CC(Oc1ccc(F)cc1)C(O)CCN(C)C (stereo unspecified) | 9
O=C(O)c1cc([N+](=O)[O-])ccc1N1CCC(Cc2ccccc2)CC1 | -5
COc1cc(-c2cc3nc(NCCc4ccncc4)ccn3n2)cc(OC)c1OC | -9
N#Cc1c(N2CCOCC2)nsc1-c1ccccc1 | -83
COc1ccc(NC(=O)C2(C)Cc3c(-c4ccc(N(C)C)cc4)ccnc3O2)cc1OC (stereo unspecified) | 1
CN1c2ccc(-c3ccccc3)cc2[C@@H]2[C@@H](CCN2C(=O)NC2CCCC2)[C@@H]1CO | 18
Cc1ccc2c(c1)N(C(C)C(=O)NCc1ccc3c(c1)OCO3)C(=O)CO2 (stereo unspecified) | -1
Cc1ccccc1Cn1cc(NC(=O)COc2ccccc2)cn1 | -24
Cc1cc(C)n(CCCN2C(=O)c3cccc4cccc(c34)C2=O)n1 | 8
CCOc1ccc2oc(C(=O)N(CC)CC(=O)Nc3c(F)cccc3F)c(C)c2c1 | -3
c1ccc2c(Nc3nncs3)c3ccccc3nc2c1 | 17
Nc1c(C(=O)c2ccco2)oc2ccccc12 | -37
O=C(CN1CCN(CC(=O)Nc2ccccc2F)CC1)Nc1ccc2c(c1)OCCO2 | -6
CCOC(=O)N1CCC(N2C(=O)c3ccccc3C2Nc2ccc(S(=O)(=O)N3CCOCC3)cc2)CC1 (stereo unspecified) | 18
CCNc1ccc(C(=O)O)cc1N | 16

# Next results follow:
SMILES,BL2 CD40 inh
CCSc1n[nH]c(=O)n1C,6
O=C(COc1ccccc1F)N1CCN(S(=O)(=O)/C=C/c2ccccc2)CC1,2
COc1ccc(CN2C(=O)c3c(c(C)n(C)c3C)C2C(=O)NC2CCC(C)CC2)cc1 (stereo unspecified),1
O=[N+]([O-])c1ccc(OCC(O)CN(C2CCCCC2)C2CCCCC2)cc1 (stereo unspecified),11
Cc1cccc(C)c1NC(=O)NC1CCc2ccccc21 (stereo unspecified),-7
Cc1cc(S(=O)(=O)NCC(c2ccc(F)cc2)N2CCN(C)CC2)ccc1F (stereo unspecified),-44
CC(=O)c1cc(CN2CCC(n3nccc3NC(=O)c3ccccc3)CC2)cs1,4
CN(C)C(=O)COc1ncnc2scc(-c3ccc(F)cc3)c12,1
COc1ccccc1/C=N/NC(=O)CSc1cc(C)nc2ccccc12,13
O=C(NCc1ccc(-c2nc3ccccc3s2)cc1)c1cc2ccccc2o1,-9
C[C@H](CO)N1C[C@H](C)[C@H](CN(C)S(=O)(=O)c2ccc(F)cc2)Oc2ncc(-c3cccc(C(=O)N(C)C)c3)cc2C1=O,-15[25 µM]
CN(Cc1cccnc1)C(=O)CC1C(=O)NCCN1Cc1ccc(-c2ccccc2)cc1 (stereo unspecified),13
O=C(Nc1ccc2c(c1)oc1ccccc12)C1CC1,-72

# 2 entries from above, reformatted:
mol	BL2 CD40 inh
CC(=O)c1cc(CN2CCC(n3nccc3NC(=O)c3ccccc3)CC2)cs1	4
CN(C)C(=O)COc1ncnc2scc(-c3ccc(F)cc3)c12	1
